Screening data from PubChem BioAssay.
ERAP1 HTS inh – human ERAP1 aminopeptidase inhibitors, primary screen, biochemical, single point, plate reader. Endoplasmic reticulum aminopeptidase 1 (Homo sapiens), Q9NZ08. recombinant ERAP1, Leu-AMC fluorescence, 60 min. inhibition, % at 10.7 µM. hit rate 0.15% among 340,000;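 active means mean replicate inhibition of at least 30%, or all replicates individually reaching that 30% level; inactive means mean below 30% and not every replicate reaching it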;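 further: 0% = neutral control wells and 100% = L-leucinethiol positive control wells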
Target sequence (Q9NZ08 whole entry, looked up): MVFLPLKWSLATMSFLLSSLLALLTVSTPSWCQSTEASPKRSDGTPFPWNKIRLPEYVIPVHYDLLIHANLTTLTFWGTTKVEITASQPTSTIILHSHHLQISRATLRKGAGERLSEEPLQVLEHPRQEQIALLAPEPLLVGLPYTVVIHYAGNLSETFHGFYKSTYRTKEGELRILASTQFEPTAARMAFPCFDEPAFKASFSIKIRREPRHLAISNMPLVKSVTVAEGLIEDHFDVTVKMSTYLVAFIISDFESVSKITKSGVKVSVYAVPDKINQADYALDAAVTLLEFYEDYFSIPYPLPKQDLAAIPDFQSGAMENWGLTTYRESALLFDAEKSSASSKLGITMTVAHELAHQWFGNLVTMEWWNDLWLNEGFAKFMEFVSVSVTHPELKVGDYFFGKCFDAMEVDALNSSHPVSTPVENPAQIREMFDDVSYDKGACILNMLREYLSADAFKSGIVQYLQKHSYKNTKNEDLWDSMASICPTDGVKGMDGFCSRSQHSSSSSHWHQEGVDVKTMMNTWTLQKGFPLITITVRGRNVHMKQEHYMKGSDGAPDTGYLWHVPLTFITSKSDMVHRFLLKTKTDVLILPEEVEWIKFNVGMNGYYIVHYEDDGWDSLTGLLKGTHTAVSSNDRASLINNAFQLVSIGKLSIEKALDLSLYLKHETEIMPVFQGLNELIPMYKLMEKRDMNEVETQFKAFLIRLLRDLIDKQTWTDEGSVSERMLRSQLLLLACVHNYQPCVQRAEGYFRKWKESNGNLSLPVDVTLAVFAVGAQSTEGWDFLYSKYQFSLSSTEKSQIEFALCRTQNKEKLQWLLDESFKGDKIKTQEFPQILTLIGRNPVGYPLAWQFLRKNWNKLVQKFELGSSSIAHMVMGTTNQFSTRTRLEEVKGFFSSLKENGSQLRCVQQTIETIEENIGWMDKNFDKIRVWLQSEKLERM
ERp5 inh – inhibitors of ERp5-driven insulin aggregation, primary screen, biochemical, turbidity, absorbance 650 nm, single point; 90 min; inhibition, % at 9.99 µM; hit rate 0.05% among 350,000; AID 651711, 2012;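 active means mean replicate inhibition above about 25%, with every replicate also reaching it, limit read from the data, passing the limit was not always enough; inconclusive means only one of those two criteria met; inactive means neither criterion met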
S100A4 inh HTS – inhibitors of S100A4-myosin IIA peptide binding, primary screen, biochemical, fluorescence polarization, TAMRA-MyoIIA peptide; inhibition, % at 10.7 µM; Protein S100-A4 (Homo sapiens), P26447; hit rate 0.14% among 360,000;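 active means mean inhibition of at least 70% across replicates, with every replicate also reaching that level; inconclusive means mean inhibition reaches 70% but some replicates fall short; inactive means mean inhibition below 70%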
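Material: S100A4 monomer (human). Medium: Calcium-containing HEPES buffer, pH 7.2. Probe or stimulus: labelled myosin peptide probe, 5 nM. Compound dosing: one concentration per compound. Timing: polarization read 5 min after assay mix addition, stable 5–60 min. Benchmarks: DMSO as neutral control, TFP as positive control.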
RAD54 inh – inhibitors of human RAD54 branch migration, primary screen, biochemical, fluorescence, single point | inhibition, % at 10.4 µM | RAD54 Holliday junction branch migration, FAM/BHQ fluorescence | hit rate 0.14% among 360,000 | DNA repair and recombination protein RAD54-like (Homo sapiens), Q92698 | AID 602329, 2012;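 active means mean normalized replicate activity at least 40 and at least half of replicates scoring 40 or more; inconclusive means only one of the two criteria met; inactive means mean below 40 and under half of replicates reaching 40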;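 further: 0% = median of neutral control wells and 100% = median of positive control wells; inhibitors cause a drop in the FAM fluorescence signal; in these data hits start at about 50%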
esBAF inh – Bmi1 luciferase reporter increase in mESCs, primary screen, esBAF inhibitor project, mouse ES cells, Bmi1 luciferase knock-in, single point; 24 h; 100% = twice the neutral-well signal; reporter increase, % at 12.5 µM; hit rate 2% among 350,000; AID 602393, 2012; in the data active means activation above about 40%; inconclusive means no clear call, values can overlap the other calls;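 further: 0% = median of the plate's neutral control wells and 100% = double that signal; a rise in the Bmi1 reporter signal indicates esBAF inhibition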
RAD52 anneal inh – RAD52 DNA annealing inhibitors, primary screen, biochemical, FRET, single point, set 2. hit rate 0.46% among 360,000. inhibition, % at 18.7 µM. recombinant RAD52 DNA annealing, FRET fluorescence;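 active means every replicate showing at least 50% inhibition; inconclusive means mean inhibition at least 50% but not in every replicate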
Xi reactivation – activators of inactive X chromosome reactivation, primary screen, imaging, XiGFP fibroblasts, GFP high-content imaging, set 2. AID 743238, 2013. XiGFP mouse fibroblasts, % GFP-positive cells imaging, 3 d; cells co-treated with 5-aza-dC sensitizer; scaled so ellipticine positive control = 100%. activation, % at 7.58 µM. hit rate 0.055% among 360,000;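 active means mean normalized replicate activation at least 10% and every replicate at or above 10%; inconclusive means only one of the two criteria met; inactive means mean below 10% and not all replicates reach 10%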;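 further: 0% = median of on-plate neutral control wells and 100% = ellipticine 6 µM median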
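Material: XiGFP fibroblasts, SV40-immortalized. Buffer or medium: DMEM plus 5-aza-dC sensitizer. Compound: single concentration per compound, delivered by pin transfer. Times: 3 days compound exposure. Controls: ellipticine 6 µM.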
E-selectin induc – E-selectin induction in HUVECs, primary screen, imaging, HUVEC, immunofluorescence imaging, single point | AID 686992, 2013 | hit rate 0.37% among 260,000 | activation, % at 7.58 µM | normalized: neutral wells 0, TNF-alpha wells 100;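 active means mean E-selectin-positive cell signal at least 10% of the positive control, reached in at least 60% of replicates, without over 20% cell loss; inconclusive means no rule given, readout overlaps actives, possibly toxicity-flagged; inactive means the rest, including those meeting only one limit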;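 further: in these data hits start at about 27%; measured in HUVEC primary endothelial cells; signal is the percent of cells scored E-selectin positive by PE staining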
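System: HUVEC / Compound: single concentration / Signal: immunofluorescence imaging / Read-out: percent E-selectin-positive cells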
* marks the source's active call; other numbers are inactive results; ? = inconclusive; nt = not tested or not shown.

SMILES	ERAP1 HTS inh	ERp5 inh	S100A4 inh HTS	RAD54 inh	esBAF inh	RAD52 anneal inh	Xi reactivation	E-selectin induc
O=C(Nc1cc(F)ccc1F)N[C@H]1CC[C@@H](CCn2cc(C3CCCC3)nn2)O[C@H]1CO	-7.1	-0.1	1.4	nt	nt	-7.9	0.0	0.1
O=C(NCCC(=O)N1CCOCCOCCOCCOCC1)OCc1ccccc1	-2.6	2.5	-4.3	nt	nt	-11.5	0.0	3.8
COc1ccc(C(O)c2nc(-c3ccoc3)cs2)cc1 (configuration not stated)	-0.7	-0.2	1.4	-5.2	2.2	-34.0	0.0	0.0
O=C(c1cccc(NS(=O)(=O)c2ccc(Br)cc2)c1)N1CCN(c2ccccc2O)CC1	4.4	-0.5	0.3	6.9	-0.5	-3.4	0.2	4.4
c1ccc(Nc2nnc(-c3cccc4ccccc34)o2)cc1	-1.9	2.4	0.5	8.7	nt	-10.8	0.0	-0.3
Cc1ccn(C(=O)c2ccc(NC(=O)C3CC3)cc2)n1	0.2	-1.3	5.0	nt	nt	-20.8	0.3	nt
CCOC(=O)[C@H]1[C@H]2COc3ccc(Cl)cc3[C@@H]2N2C(=O)c3cc(Cl)ccc3NC(=O)[C@@]12C	-1.5	-4.7	9.6	-7.3	-1.0	-18.8	0.0	-0.2
COc1ccc(NC(=O)Nc2ccc3c(c2)C(=O)N([C@@H](C)CO)C[C@H](C)[C@H](CN(C)Cc2ccc(C(=O)O)cc2)OCCCC[C@H](C)O3)cc1	-19.7	4.8	7.2	-1.1	-1.9	6.9	0.2	0.0
COCCCn1c(SCC(=O)c2c(N)n(C3CC3)c(=O)[nH]c2=O)nnc1-c1ccccc1Cl	-12.1	5.3	-1.4	-1.1	4.3	-15.8	0.1	nt
COC(=O)c1ccc(NC(=O)Cn2c([N+](=O)[O-])cnc2C)cc1	-0.6	-0.4	-2.0	7.2	-8.4	-9.3	0.0	-0.1
O=[N+]([O-])c1cc([N+](=O)[O-])c(Oc2c(F)ccc(F)c2F)cc1NN1CCCCC1	-1.1	6.2	3.5	-0.4	-4.1	-16.9	0.0	0.0
Cc1noc(C)c1S(=O)(=O)N(C)C[C@H]1Oc2ccc(NC(=O)Cc3ccccc3)cc2CC(=O)N([C@@H](C)CO)C[C@@H]1C	nt	nt	nt	0.5	-4.5	nt	0.1	-2.8
CNC(=O)c1[nH]cnc1C(=O)N[C@@H](C)C(=O)OC(C)(C)C	-3.0	-3.6	0.7	7.3	7.6	-10.6	-0.6	-0.1
COc1ccc(S(=O)(=O)N(C)C[C@@H]2Oc3cc(-c4ccccc4OC)ccc3S(=O)(=O)N([C@@H](C)CO)C[C@@H]2C)cc1	0.4	-1.5	13.4	4.4	-3.7	9.6	-1.1	-0.2
Nc1nnc(CC(=O)N/N=C/c2ccc(-c3ccc(F)cc3)o2)s1	nt	2.2	1.4	0.8	nt	-24.4	0.0	nt

Reprinted from above, ten compounds:
SMILES	ERAP1 HTS inh	ERp5 inh	S100A4 inh HTS	RAD54 inh	esBAF inh	RAD52 anneal inh	Xi reactivation	E-selectin induc
Cc1ccn(C(=O)c2ccc(NC(=O)C3CC3)cc2)n1	0.2	-1.3	5.0	nt	nt	-20.8	0.3	nt
CCOC(=O)[C@H]1[C@H]2COc3ccc(Cl)cc3[C@@H]2N2C(=O)c3cc(Cl)ccc3NC(=O)[C@@]12C	-1.5	-4.7	9.6	-7.3	-1.0	-18.8	0.0	-0.2
COc1ccc(NC(=O)Nc2ccc3c(c2)C(=O)N([C@@H](C)CO)C[C@H](C)[C@H](CN(C)Cc2ccc(C(=O)O)cc2)OCCCC[C@H](C)O3)cc1	-19.7	4.8	7.2	-1.1	-1.9	6.9	0.2	0.0
COCCCn1c(SCC(=O)c2c(N)n(C3CC3)c(=O)[nH]c2=O)nnc1-c1ccccc1Cl	-12.1	5.3	-1.4	-1.1	4.3	-15.8	0.1	nt
COC(=O)c1ccc(NC(=O)Cn2c([N+](=O)[O-])cnc2C)cc1	-0.6	-0.4	-2.0	7.2	-8.4	-9.3	0.0	-0.1
O=[N+]([O-])c1cc([N+](=O)[O-])c(Oc2c(F)ccc(F)c2F)cc1NN1CCCCC1	-1.1	6.2	3.5	-0.4	-4.1	-16.9	0.0	0.0
Cc1noc(C)c1S(=O)(=O)N(C)C[C@H]1Oc2ccc(NC(=O)Cc3ccccc3)cc2CC(=O)N([C@@H](C)CO)C[C@@H]1C	nt	nt	nt	0.5	-4.5	nt	0.1	-2.8
CNC(=O)c1[nH]cnc1C(=O)N[C@@H](C)C(=O)OC(C)(C)C	-3.0	-3.6	0.7	7.3	7.6	-10.6	-0.6	-0.1
COc1ccc(S(=O)(=O)N(C)C[C@@H]2Oc3cc(-c4ccccc4OC)ccc3S(=O)(=O)N([C@@H](C)CO)C[C@@H]2C)cc1	0.4	-1.5	13.4	4.4	-3.7	9.6	-1.1	-0.2
Nc1nnc(CC(=O)N/N=C/c2ccc(-c3ccc(F)cc3)o2)s1	nt	2.2	1.4	0.8	nt	-24.4	0.0	nt

Remaining list, next part
SMILES	ERAP1 HTS inh	ERp5 inh	S100A4 inh HTS	RAD54 inh	esBAF inh	RAD52 anneal inh	Xi reactivation	E-selectin induc
C[C@H](CO)N1C[C@H](C)[C@H](CN(C)C)Oc2cc(C#Cc3cccnc3)ccc2S1(=O)=O	1.3	-3.4	-10.4	7.5	1.0	12.3	-0.9	0.0
CCOc1ccccc1NC(=O)c1cc(C(=O)c2cc(Br)ccc2O)coc1=N	2.3	-0.1	-1.6	nt	nt	-34.2	0.0	nt
Cc1sc2ncnc(SCC(=O)NC3CC3)c2c1C	4.1	1.1	1.3	-3.5	-3.0	10.1	nt	nt
COc1cc(/C=C/C(=O)OCC(=O)N2CCCCCC2)ccc1OCC#N	-2.3	-5.1	-2.9	-1.3	-2.9	-16.9	0.0	0.0
Cc1c(NC(=O)C(C)OC(=O)/C=C/c2ccc3c(c2)OCO3)c(=O)n(-c2ccccc2)n1C (configuration not stated)	5.9	5.4	-1.2	nt	nt	1.9	0.3	nt
CC(C)NC(=O)Nc1ccc2c(c1)CC(=O)N([C@@H](C)CO)C[C@@H](C)[C@@H](CN(C)C(=O)NC1CCCCC1)O2	-0.9	-0.3	-0.8	-1.6	-2.3	-5.1	0.3	-0.4
Cc1nn(C)c(C)c1S(=O)(=O)N(CC(=O)N1CCc2ccccc21)c1ccc(C(C)C)cc1	0.3	6.7	-3.1	3.1	3.4	-10.2	0.1	0.1
NC(=O)c1c(NC(=O)c2ccccc2)sc2c1CCC2	3.1	0.8	-1.0	-15.6	?	-6.5	-0.1	nt
Cc1noc(C)c1S(=O)(=O)N(C)C[C@@H]1Oc2ccc(NC(=O)Cn3cnnn3)cc2CC(=O)N([C@H](C)CO)C[C@H]1C	-0.2	2.1	-13.0	-1.8	-2.3	12.5	6.5	-2.1
CCC(=O)N[C@H]1CC[C@@H](CC(=O)OC)O[C@@H]1CO	0.4	4.4	-16.9	2.0	-1.9	0.9	-0.3	0.0
OCC1(Cc2ccccc2C(F)(F)F)CCN(Cc2cccc3cnccc23)CC1	-1.1	3.2	3.2	-0.4	-4.0	-28.7	0.0	nt
COc1cccc(C(=O)N2CCC(C(=O)NCc3ccco3)CC2)c1	-0.2	1.3	0.5	6.1	-1.4	-2.6	0.0	1.8
C[C@H]1CN([C@@H](C)CO)C(=O)c2c(c3ccccc3n2C)-c2ccccc2CO[C@H]1CN(C)Cc1ccccc1C(F)(F)F	3.6	5.0	2.4	nt	nt	6.2	-0.1	-0.5
